Source: PubChem
STEP inh: inhibitors of human striatal-enriched phosphatase STEP; recombinant STEP, OMFP fluorogenic substrate, fluorescence; inhibition, % at 20 µM; 0.25% of 360,000 active;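 active means inhibition at 20 µM, scaled per plate between control wells, above about 37%, limit read from the data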;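 further: 0% = DMSO with enzyme and substrate and 100% = substrate only without enzyme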
Target sequence (P54829 whole entry, looked up): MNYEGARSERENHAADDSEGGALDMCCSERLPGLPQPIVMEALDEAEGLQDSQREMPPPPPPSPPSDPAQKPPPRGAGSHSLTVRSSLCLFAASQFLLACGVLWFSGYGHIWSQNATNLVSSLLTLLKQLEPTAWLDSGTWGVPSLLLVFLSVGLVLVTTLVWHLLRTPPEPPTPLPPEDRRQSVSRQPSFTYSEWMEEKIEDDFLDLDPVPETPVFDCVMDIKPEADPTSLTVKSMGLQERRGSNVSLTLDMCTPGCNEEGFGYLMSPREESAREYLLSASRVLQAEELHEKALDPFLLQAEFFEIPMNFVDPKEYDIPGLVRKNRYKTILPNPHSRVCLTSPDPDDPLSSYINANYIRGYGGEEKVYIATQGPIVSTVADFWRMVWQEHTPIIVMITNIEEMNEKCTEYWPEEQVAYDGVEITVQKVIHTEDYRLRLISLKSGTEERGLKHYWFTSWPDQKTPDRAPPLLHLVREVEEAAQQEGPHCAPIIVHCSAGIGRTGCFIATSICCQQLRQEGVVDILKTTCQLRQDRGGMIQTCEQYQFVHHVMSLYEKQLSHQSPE
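material = STEP tyrosine phosphatase | reagent = fluorogenic phosphatase substrate OMFP at 25 µM final | doses = single compound dose of 20 µM, 1% DMSO final | schedule = 20 min reaction, room temperature, in the dark | measured by = fluorescence, 480/540 nm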
NadD inh: inhibitors of Staphylococcus aureus NadD | 0.78% of 360,000 active | purified NadD enzyme, colorimetric absorbance read-out | inhibition, % at 20 µM; in the data active means inhibition above about 26%; further: some compounds past the cut are filed as inactive
DNMT1 block: blocks human DNA methyltransferase DNMT1. 0.83% of 360,000 active. inhibition (reported as % activation of signal), % at 10 µM. DNMT1 molecular beacon, Hinp1I cleavage, fluorescence. P26358; in the data active means inhibition above about 50%
Rpn11 inh: blocks the human proteasome subunit Rpn11; O00487; human 26S proteasome, Ub4-pepOG fluorescence polarization; 20S core pre-blocked with epoxomicin; calls only at 20 µM; 0.59% of 360,000 active; AID 588493;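 active means inhibition at 20 µM, scaled to each plate's controls, above about 33%, limit read from the data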
Scp1 inh: Scp-1 (human) phosphatase inhibition. 0.88% of 340,000 active. inhibition, % at 20 µM. AID 493091. Recombinant Scp1, phosphopeptide, malachite green phosphate absorbance. Q9GZU7;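 active means inhibition above about 50% at 20 µM, limit read from the data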;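 further: plate controls were DMSO wells with enzyme for no effect and wells lacking enzyme for full effect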
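System: SCP-1 catalytic domain; Reagent: Phospho 17-mer peptide substrate; Doses: one concentration, 20 µM, with 1.0% DMSO; Incubation: 45 min room-temperature reaction, 5 min colour, 30 min stabiliser; Signal: Phosphate-binding colour reagent, absorbance read at 630 nm.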
SUMO1 PPI mod: SUMO1-SIM interaction modulation | P63165 | SUMO1 binding to a labelled peptide, TR-FRET, 1 h | inhibition, % at 20 µM | 0.33% of 360,000 active | AID 602429; in the data active means inhibition above about 37%
MsrA inhibitor: inhibitors of bovine MsrA | purified bovine MsrA, absorbance read-out | inhibition, % at 15.5 µM | 0.75% of 360,000 active; in the data active means inhibition above about 4.5%;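 further: 0% = vehicle wells with enzyme and 100% = reference inhibitor wells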
CSN inh: blocks human CSN-mediated cullin deneddylation; Purified CSN, SCF-Nedd8-OG deneddylation, fluorescence polarization; inhibition, % at 12.5 µM; 0.38% of 360,000 active; AID 651999;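 active means pattern-corrected inhibition above about 35%, with an unprinted fluorescence ratio check between 0.5 and 1.5, limit read from the data, passing the limit was not always enough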;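 further: 0% = enzyme with substrate and 100% = substrate without enzyme; some results filed as inactive read as strong as hits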
Target sequence (Q92905 whole entry, looked up, one chain of several): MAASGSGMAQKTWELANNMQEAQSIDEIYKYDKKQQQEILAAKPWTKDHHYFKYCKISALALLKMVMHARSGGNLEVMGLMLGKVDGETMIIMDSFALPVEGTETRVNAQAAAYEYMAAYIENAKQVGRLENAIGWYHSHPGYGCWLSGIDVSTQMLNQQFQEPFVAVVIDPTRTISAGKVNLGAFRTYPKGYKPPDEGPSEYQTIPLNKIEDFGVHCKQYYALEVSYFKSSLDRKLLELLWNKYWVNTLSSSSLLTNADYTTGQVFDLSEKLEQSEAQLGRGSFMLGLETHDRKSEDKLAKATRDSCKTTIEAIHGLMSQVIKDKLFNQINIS
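Test system: Human Csn5 produced in HEK293T cells | Compound: 12.5 µM single point | Times: 90 min, room temperature | Signal: Fluorescence polarization readout | Read-out basis: % inhibition of substrate cleavage by Csn5 | Controls: no-enzyme wells high, enzyme-with-substrate wells low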
TbMetRS inhib: blocks T. brucei methionyl-tRNA synthetase activity; purified T. brucei MetRS, ATP depletion, Kinase-Glo luminescence; inhibition, % at 11.9 µM; 0.4% of 360,000 active; AID 624268;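 active means inhibition above a per-plate cutoff of the control wells' mean inhibition plus 3 SD, cut at about 5.5% in these data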;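 further: 0% = DMSO wells median and 100% = median of wells with control inhibitor compound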
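assay system = parasite MetRS enzyme | timing = 15 min preincubation, 2 h reaction, all 25 °C | evaluation = percent inhibition relative to median high and low control wells | medium = HEPES buffer containing pyrophosphatase, BSA, spermine, DTT | compound = single dose, 11.9 µM final nominal, 0.9% final DMSO | detection = Kinase-Glo luminescence, ATP depletion format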
LMPTP block: LMPTP (human) inhibition | P24666 | 0.22% of 360,000 active | recombinant LMPTP-A, OMFP fluorogenic substrate, fluorescence intensity | inhibition, % at 20 µM | AID 651560;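 active means compounds that cut the enzyme signal by at least half of the control window in the single-dose screen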;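 further: plate controls were DMSO wells with enzyme plus substrate for no effect and substrate without enzyme for full effect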
Target sequence (P24666 whole entry, looked up): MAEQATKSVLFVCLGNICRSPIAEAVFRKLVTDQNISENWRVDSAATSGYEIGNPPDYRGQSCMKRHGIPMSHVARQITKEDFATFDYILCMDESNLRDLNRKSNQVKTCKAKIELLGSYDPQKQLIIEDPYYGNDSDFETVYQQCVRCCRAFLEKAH
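Test system: LMPTP-A phosphatase enzyme; input: 0.625 nM LMPTP-A final; reagent: OMFP substrate, 400 µM final; compound dosing: 20 µM single dose, 3% DMSO; incubation: 50 min dark incubation at room temperature; measured by: endpoint fluorescence intensity from OMFP dephosphorylation; measure: % inhibition relative to no-enzyme and uninhibited control wells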
* = called active by the depositor. Compounds as they come; overall some 3.9% were active at least once.

`COc1cc(-c2cc(C(=O)N3CCCCCC3)c3ccccc3n2)cc(OC)c1OC` gave STEP inh -1, NadD inh 1, DNMT1 block -2, Rpn11 inh inactive, Scp1 inh -3, SUMO1 PPI mod -6, MsrA inhibitor 1.8, CSN inh 2, TbMetRS inhib -0.3 and LMPTP block -0.1.
CCOC(=O)C1=C(N)Oc2cc(C)oc(=O)c2C1c1cccnc1 (stereo not drawn) was read as STEP inh 3, NadD inh -1, DNMT1 block 1, Rpn11 inh inactive, Scp1 inh 7, SUMO1 PPI mod -3, MsrA inhibitor -1.1, CSN inh 1, TbMetRS inhib -0.8 and LMPTP block -1.6.
For CC(C)(C)NS(=O)(=O)c1cnc(Cl)c(Cl)c1 the results were STEP inh 2, NadD inh -4, DNMT1 block -4, Rpn11 inh inactive, Scp1 inh -6, SUMO1 PPI mod 2, MsrA inhibitor 0.2, CSN inh 0, TbMetRS inhib -0.4 and LMPTP block -0.7.
For CC(C)c1cc(NCCCN2CCOCC2)n2c(nc3ccccc32)c1C#N the results were STEP inh -4, NadD inh 6, DNMT1 block -2, Rpn11 inh inactive, Scp1 inh -7, SUMO1 PPI mod -2, MsrA inhibitor 0.7, CSN inh 8, TbMetRS inhib 0.0 and LMPTP block 1.0.
CCOc1ccc(CCNC(=O)CN2CCN(Cc3ccccc3C)C2=O)cc1OCC was read as STEP inh -2, NadD inh 3, DNMT1 block -2, Rpn11 inh inactive, Scp1 inh -12, SUMO1 PPI mod 0, MsrA inhibitor 0.3, CSN inh 4, TbMetRS inhib -0.8 and LMPTP block -1.4.
CC(C)(C)CC(=O)NCCCCCCNC(=O)CC(C)(C)C was read as STEP inh 2, NadD inh -3, DNMT1 block 2, Rpn11 inh inactive, Scp1 inh -7, SUMO1 PPI mod 3, MsrA inhibitor -0.4, CSN inh -10, TbMetRS inhib -0.3 and LMPTP block -2.9.
CCOCCCNC(=O)c1ccccc1SC was read as STEP inh -9, NadD inh -5, DNMT1 block 0, Rpn11 inh inactive, Scp1 inh -12, SUMO1 PPI mod 0, MsrA inhibitor -0.4, CSN inh 2, TbMetRS inhib -0.4 and LMPTP block -2.5.
For COc1cccc(C(=O)c2c(C)c(CCC#N)n3ccccc23)c1OC the results were STEP inh -1, NadD inh 5, DNMT1 block -5, Rpn11 inh inactive, Scp1 inh -2, SUMO1 PPI mod -6, MsrA inhibitor 3.6, CSN inh 0, TbMetRS inhib 0.0 and LMPTP block -1.1.
Screening C[C@@H]1CN([C@@H](C)CO)C(=O)CCCn2nncc2CO[C@@H]1CN(C)C(=O)c1ccncc1 returned STEP inh 2, NadD inh 1, DNMT1 block 8, Rpn11 inh inactive, SUMO1 PPI mod 2, MsrA inhibitor -0.2, CSN inh -2, TbMetRS inhib -0.6 and LMPTP block -0.5.
Screening Cc1noc(C)c1CCC(=O)NC1CCCN(Cc2ccc(CC(C)C)cc2)C1 (stereo not drawn) returned STEP inh -2, NadD inh 3, DNMT1 block 53*, Rpn11 inh inactive, Scp1 inh -3, SUMO1 PPI mod 1, MsrA inhibitor -0.5, CSN inh -8, TbMetRS inhib -0.4 and LMPTP block 0.0.
`CSCCC(NS(=O)(=O)c1ccc2c(c1)OCCO2)C(=O)N(C)Cc1ccc(F)cc1` (stereo not drawn) gave STEP inh 2, NadD inh -2, DNMT1 block -2, Rpn11 inh inactive, Scp1 inh -5, SUMO1 PPI mod -1, MsrA inhibitor 0.3, CSN inh -4, TbMetRS inhib -0.3 and LMPTP block -0.3.
Screening CC(=O)Nc1ccc(/C(N=Nc2ccccc2)=N/N=C(N)N)cc1 returned STEP inh 7, NadD inh 4, DNMT1 block -15, Rpn11 inh inactive, Scp1 inh 2, SUMO1 PPI mod -4, MsrA inhibitor 0.2, CSN inh 2, TbMetRS inhib 0.5 and LMPTP block 3.5.
For CCC(=O)OC1(C(=O)CCl)[C@@H](C)C[C@H]2[C@@H]3CCC4=CC(=O)C=C[C@]4(C)[C@@]3(F)[C@@H](O)C[C@@]21C (stereo partly drawn) the results were STEP inh -2, NadD inh -1, DNMT1 block 1, Rpn11 inh inactive, Scp1 inh -11, SUMO1 PPI mod 2, MsrA inhibitor -1.1, CSN inh -2, TbMetRS inhib -0.1 and LMPTP block -0.7.
CN(CC(=O)Nc1ccc(Cl)c(C(F)(F)F)c1)C(=O)/C=C/c1ccco1 was read as STEP inh -1, NadD inh -4, DNMT1 block -19, Rpn11 inh inactive, Scp1 inh -12, SUMO1 PPI mod -3, MsrA inhibitor 1.2, CSN inh 0, TbMetRS inhib 29* and LMPTP block 1.8.
For CCOC(=O)c1[nH]c(C)c(/C(O)=C2\C(=O)C(=O)N(CCN(C)C)C2c2ccc(C)o2)c1C (stereo not drawn) the results were STEP inh 1, NadD inh -1, DNMT1 block -4, Rpn11 inh inactive, Scp1 inh 0, SUMO1 PPI mod 0, MsrA inhibitor 1.7, CSN inh 3, TbMetRS inhib 0.1 and LMPTP block -3.2.
Screening CC(C)C[C@H](NC(=O)NCc1ccccc1Cl)C(=O)O returned STEP inh -8, NadD inh -5, DNMT1 block 3, Rpn11 inh inactive, Scp1 inh -6, SUMO1 PPI mod 0, MsrA inhibitor -0.9, CSN inh 3, TbMetRS inhib -0.3 and LMPTP block -3.5.
For Cc1cccc(N(CC(=O)NCCSc2ccccn2)S(=O)(=O)c2ccccc2)c1 the results were STEP inh -1, NadD inh -3, DNMT1 block 3, Rpn11 inh inactive, Scp1 inh -9, SUMO1 PPI mod 1, MsrA inhibitor 1.0, CSN inh -2, TbMetRS inhib -0.9 and LMPTP block -0.5.
For O=C(c1cc(-c2cccc(Cl)c2)on1)N1CCN(c2ccc(F)cc2)CC1 the results were STEP inh -1, NadD inh 0, DNMT1 block 3, Rpn11 inh inactive, Scp1 inh 7, SUMO1 PPI mod 6, MsrA inhibitor 0.8, CSN inh -4, TbMetRS inhib -0.7 and LMPTP block 2.2.
CCN1CCCC1CNC(=O)c1cc(N)ccc1OC (stereo not drawn) was read as STEP inh -1, NadD inh -7, DNMT1 block -1, Rpn11 inh inactive, Scp1 inh -8, SUMO1 PPI mod 4, MsrA inhibitor 1.0, CSN inh 2, TbMetRS inhib -0.4 and LMPTP block -1.6.
`CSCC[C@H](NC(=O)NCc1ccccc1F)C(=O)O` gave STEP inh -2, NadD inh -2, DNMT1 block 2, Rpn11 inh inactive, Scp1 inh 4, SUMO1 PPI mod 3, MsrA inhibitor -0.2, CSN inh -1, TbMetRS inhib -1.0 and LMPTP block -0.6.
Screening O=C1NC(=S)S/C1=C\c1ccc2ccccc2c1 returned STEP inh -2, NadD inh 6, DNMT1 block -3, Rpn11 inh inactive, Scp1 inh 22, SUMO1 PPI mod -1, MsrA inhibitor -0.5, CSN inh 9, TbMetRS inhib -0.2 and LMPTP block 21.
Screening O=C(COc1ccc(Br)cc1Cl)NC(=O)NCc1ccccc1 returned STEP inh -1, NadD inh -7, DNMT1 block -11, Rpn11 inh inactive, Scp1 inh 0, SUMO1 PPI mod 3, MsrA inhibitor -0.5, CSN inh -6, TbMetRS inhib 0.5 and LMPTP block 2.9.
`COc1ccccc1CNC(=O)C(Cc1c[nH]c2ccccc12)NC(=O)OCc1ccccc1` (stereo not drawn) gave STEP inh 0, NadD inh -5, DNMT1 block -4, Rpn11 inh inactive, Scp1 inh -10, SUMO1 PPI mod 0, MsrA inhibitor -0.4, CSN inh 7, TbMetRS inhib 0.1 and LMPTP block 1.3.
`COc1cc(NC(=S)NCCO)c(OC)cc1Cl` gave STEP inh 1, NadD inh 0, DNMT1 block -1, Rpn11 inh inactive, Scp1 inh 0, SUMO1 PPI mod -1, MsrA inhibitor 0.4, CSN inh -3, TbMetRS inhib 0.7 and LMPTP block -0.3.

Copied from the results shown (three entries):
Screening O=C(COc1ccc(Br)cc1Cl)NC(=O)NCc1ccccc1 returned STEP inh -1, NadD inh -7, DNMT1 block -11, Rpn11 inh inactive, Scp1 inh 0, SUMO1 PPI mod 3, MsrA inhibitor -0.5, CSN inh -6, TbMetRS inhib 0.5 and LMPTP block 2.9.
`COc1ccccc1CNC(=O)C(Cc1c[nH]c2ccccc12)NC(=O)OCc1ccccc1` (stereo not drawn) gave STEP inh 0, NadD inh -5, DNMT1 block -4, Rpn11 inh inactive, Scp1 inh -10, SUMO1 PPI mod 0, MsrA inhibitor -0.4, CSN inh 7, TbMetRS inhib 0.1 and LMPTP block 1.3.
`COc1cc(NC(=S)NCCO)c(OC)cc1Cl` gave STEP inh 1, NadD inh 0, DNMT1 block -1, Rpn11 inh inactive, Scp1 inh 0, SUMO1 PPI mod -1, MsrA inhibitor 0.4, CSN inh -3, TbMetRS inhib 0.7 and LMPTP block -0.3.

Other compounds:
For CC(=O)NC(CC(=O)Nc1cc(Cl)ccc1-n1cncn1)c1ccccc1 (stereo not drawn) the results were STEP inh -1, NadD inh 3, DNMT1 block 2, Rpn11 inh inactive, Scp1 inh -3, SUMO1 PPI mod 4, MsrA inhibitor 0.8, CSN inh 5, TbMetRS inhib -0.4 and LMPTP block -0.8.
Screening CC(C(=O)Nc1ccc2c(c1)OCCO2)N(C)Cc1c(F)cccc1Cl (stereo not drawn) returned STEP inh 0, NadD inh 0, DNMT1 block -5, Rpn11 inh inactive, Scp1 inh -12, SUMO1 PPI mod 2, MsrA inhibitor 0.0, CSN inh 0, TbMetRS inhib 0.6 and LMPTP block 1.6.
Screening COc1cc(NC(=O)CSc2ccc(-c3cccnc3)nn2)cc(OC)c1 returned STEP inh -1, NadD inh 1, DNMT1 block -1, Rpn11 inh inactive, Scp1 inh -11, SUMO1 PPI mod -3, MsrA inhibitor -0.7, CSN inh -4, TbMetRS inhib -0.2 and LMPTP block 0.4.
`COc1cccc(OC)c1C(=O)NC(=S)Nc1ccc2oc(-c3ccncc3)nc2c1` gave STEP inh 3, NadD inh 9, DNMT1 block 5, Rpn11 inh inactive, Scp1 inh 1, SUMO1 PPI mod -7, MsrA inhibitor -0.5, CSN inh -5, TbMetRS inhib 0.1 and LMPTP block 2.8.
For O=C1/C(=C/c2cccs2)NC(=S)N1C1CC1 the results were STEP inh 2, NadD inh -1, DNMT1 block -1, Rpn11 inh inactive, Scp1 inh -8, SUMO1 PPI mod -10, MsrA inhibitor 1.1, CSN inh -2, TbMetRS inhib -1.1 and LMPTP block -0.8.
